From PubChem
GAA spleen mod: inhibits or activates alpha-glucosidase in human spleen homogenate. human spleen homogenate, 4-MU-alpha-glucoside fluorescence. AID 2112. Potency, µM (series often up to 79.9 µM), for inactives: at the top dose activity change, negative = inhibition, actives largely listed as inhibitors. P10253. 240,000 tested, 0.006% active;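 note: 0% = enzyme with vehicle and -100% = no enzyme basal signal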
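Compounds were titrated against alpha-glucosidase in spleen homogenate at pH 5.0, with 1 mM 4-methylumbelliferyl substrate for 40 min at 37 C. Reactions were quenched with pH 10 NaOH/glycine and fluorescence measured.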
GAA inh: inhibitors of human lysosomal alpha-glucosidase; 200,000 tested, 0.005% active; Potency, µM (series often up to 76.9 µM), without a hit: at the top dose activity change, negative = inhibition, actives largely listed as inhibitors; P10253; purified human GAA, 4-MU-alpha-glucoside fluorescence;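 note: plate controls were uninhibited enzyme wells for no effect and no-enzyme background for full effect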
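Human enzyme at 4 nM with 400 uM 4-methylumbelliferyl-alpha-D-pyranoside, citrate/phosphate buffer pH 5.0, 0.005% Tween-20, 20 min at room temperature. Compounds up to 77 uM. 4-MU fluorescence (Ex 365/Em 440) read after NaOH/glycine stop; AC50 from Hill fit.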
GLA spleen mod: inhibitors or activators of human alpha-galactosidase in spleen homogenate | human spleen homogenate, 4MU-alpha-Gal fluorescence, 40 min | Potency, µM (highest dose often 80 µM), for inactives: at the highest dose activity change, negative = inhibition, usual class: inhibitors | 240,000 tested, 0.008% active | AID 2107;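 note: 0% = enzyme with vehicle and -100% = no enzyme basal signal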
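Inhibition or activation of alpha-galactosidase in human spleen homogenate is scored by 4-MU fluorescence after 40 min at 37C, pH 5.0, with 1 mM substrate. AC50s come from concentration-response fitted to the Hill equation.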
GAA glycogen mod: inhibitors or activators of human alpha-glucosidase glycogen cleavage; 300,000 tested, 0.38% active; recombinant GAA, glycogen substrate, Amplex Red glucose oxidase fluorescence; Potency, µM (highest dose often 76.4 µM), for inactives: at the top dose activity change, negative = inhibition, usual class: inhibitors; P10253;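 note: 0% = full enzyme reaction and -100% = no-enzyme basal signal; the screen sought inhibitors and activators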
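Recombinant enzyme (4 nM final) with compounds titrated up to 77 uM and bovine liver glycogen (30 ug) in citrate pH 5.0, 0.01% Tween-20, 37 C 40 min. Released glucose detected by Amplex Red/glucose oxidase (Ex 573/Em 610); AC50 from Hill fits.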
Tau fluor cs: counter-screen for tau fibril formation inhibitors. Potency, µM (titrated, usually from 57.7 µM), inactives show at the top dose activity change, negative = decrease. 280,000 tested, 0.93% active. AID 1463. tau K18 P301L Alexa594 fluorescence, heparin fibrillization; note: % is set by controls: 0 for no effect and ±100 for the full control effect; nearly all actives have a fitted effect of over 55% in size
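Human tau K18 P301L (15 uM unlabeled, 0.24 uM Alexa 594-labeled) in 100 mM sodium acetate pH 7 with 20 uM heparin, 6 hr at 37 C. ThT 30 uM added, 1 hr ambient; Alexa 594 FP and total fluorescence read at 555/632 nm.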
Epigenetic derep: regulators of epigenetic silencing causing reporter derepression in mouse cells; Potency, µM (doses to about 53.9 µM), for inactives: top-dose GFP activation, actives largely listed as activators; 280,000 tested, 0.2% active; AID 1865; murine LDR cells, GFP reporter derepression, 30 h; note: % of control where 0% means no effect; nearly all actives have a fitted effect of over 60% in size
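Derepression of a silenced CMV-GFP reporter in murine LDR cells is scored by enumerating GFP-positive cells with a laser-scanning microplate cytometer after 30 hours of treatment at 37 C.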
NPSR antag: antagonists of human neuropeptide S receptor cAMP signaling; CHO-NPSR cells, cAMP TR-FRET, antagonist mode; Potency, µM (titrated, usually from 38.3 µM), for inactives: at the highest dose activity change, negative = inhibition, hits mostly inhibitors; 220,000 tested, 1% active; AID 1461; note: % is set by controls: 0 for no effect and ±100 for the full control effect; nearly all actives have a fitted effect of over 50% in size; many of its hits are not listed in these tables
Target sequence (Q6W5P4 whole entry, looked up): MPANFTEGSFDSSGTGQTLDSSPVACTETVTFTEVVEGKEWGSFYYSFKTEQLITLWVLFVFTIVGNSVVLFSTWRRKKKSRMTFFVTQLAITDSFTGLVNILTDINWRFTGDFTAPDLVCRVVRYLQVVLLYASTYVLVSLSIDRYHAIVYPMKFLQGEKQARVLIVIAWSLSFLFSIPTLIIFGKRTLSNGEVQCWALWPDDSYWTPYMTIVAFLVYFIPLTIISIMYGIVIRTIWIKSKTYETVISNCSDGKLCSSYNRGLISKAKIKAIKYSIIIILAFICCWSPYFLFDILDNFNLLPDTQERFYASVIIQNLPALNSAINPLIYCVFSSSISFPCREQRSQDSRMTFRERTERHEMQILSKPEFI
ALDH1A1 inh: blocks purified human ALDH1A1 activity | Potency, µM (titrated, usually from 75.3 µM), inactives show at the highest dose activity, negative = inhibition, usual class: inhibitors | 220,000 tested, 7.3% active | AID 1030 | P00352 | Purified ALDH1A1, NADH fluorescence, propionaldehyde substrate; active = well fitted inhibition curve with a large enough effect, not every such curve was filed as active; inconclusive = small, poorly fitted or top-dose-only effect, or another doubt; inactive = no such curve, though single readings can be large or run the other way;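 note: plate controls were no enzyme wells and a reference inhibitor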
Target sequence (P00352 whole entry, looked up): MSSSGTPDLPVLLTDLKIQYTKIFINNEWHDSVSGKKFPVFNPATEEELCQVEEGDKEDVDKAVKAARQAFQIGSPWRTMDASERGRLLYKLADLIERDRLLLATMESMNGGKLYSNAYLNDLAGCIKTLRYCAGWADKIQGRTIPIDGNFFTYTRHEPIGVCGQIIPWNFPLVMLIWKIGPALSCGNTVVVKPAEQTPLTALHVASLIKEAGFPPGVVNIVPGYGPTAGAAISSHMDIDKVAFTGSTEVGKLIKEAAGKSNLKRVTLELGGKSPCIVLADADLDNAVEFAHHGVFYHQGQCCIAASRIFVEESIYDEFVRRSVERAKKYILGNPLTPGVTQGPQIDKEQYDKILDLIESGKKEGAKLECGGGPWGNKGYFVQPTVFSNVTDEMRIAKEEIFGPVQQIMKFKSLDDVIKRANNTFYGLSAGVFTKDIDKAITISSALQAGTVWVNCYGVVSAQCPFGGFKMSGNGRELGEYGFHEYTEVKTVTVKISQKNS
* hit, by the source's call; ? = inconclusive; . = not tested or not shown; & = joins results of further samples; [ ] = remark or other dose. Unless noted, calls come from the whole dose curve; as a rule, active = well fitted curve in the direction sought with a large enough effect; inconclusive = small, poorly fitted or top-dose-only effect, or another doubt; inactive = no such curve, though single readings can be large; an effect the other way counts as inactive or inconclusive. Potency is the fitted concentration of half-maximal effect.

SMILES	GAA spleen mod	GAA inh	GLA spleen mod	GAA glycogen mod	Tau fluor cs	Epigenetic derep	NPSR antag	ALDH1A1 inh
CC(C)c1ccc(NC(=O)COc2nncc3ccccc23)cc1	-10.1%	-0.8%	-6.0%	6.8%	-11.8%	-0.9%	-13.0%[46.1 µM]	?
COc1ccc(CCN2C(=O)NC(NS(=O)(=O)c3ccc(NC(C)=O)cc3)(C(F)(F)F)C2=O)cc1OC (stereo unspecified)	2.6%	2.1%	-1.3%	3.3%[76.3 µM]	0.6%&5.3%	-0.2%&0.0%	11.9%	13.1%
Cc1cc(S(=O)(=O)NCc2ccc(S(N)(=O)=O)cc2)c(C)s1	-15.3%	-15.6%	-0.6%	0.6%	-11.6%	-1.0%	-17.0%[46.1 µM]	-8.0%
C=CCNc1ncnc2c1[nH]c1ccc(Cl)cc12	3.5%	?	9.3%	8.8%	?	-3.1%	-15.6%[46.1 µM]	?
COc1ccc(S(=O)(=O)NC(C)C)cc1C(=O)NC1CCCCC1	0.4%	-3.1%	6.0%	-5.1%	4.0%	1.1%	2.5%	8.2%
CCNC(=O)CCSc1nc2cc(Cl)ccc2o1	-21.2%	-1.7%	-23.9%	1.5%	0.9%	-1.2%	-0.9%[46.1 µM]	5.9%
COc1ccccc1Oc1nc2ccccn2c(=O)c1/C=C(\C#N)C(=O)Nc1c(C)n(C)n(-c2ccccc2)c1=O	3.8%	.	10.1%	-2.6%	-17.4%	0.4%	-18.0%	.
COc1cccc(CN2CCN(c3nc4nonc4nc3N3CCCCC3)CC2=O)c1	-4.3%	.	-14.4%	0.9%	-11.4%	2.3%	28.1%	?
CCOC(=O)c1sc(-c2ccccc2)cc1NC(=O)Nc1ccccc1	-5.9%	2.1%	0.3%	-11.1%	?	2.1%	-41.0%	?
O=C(Nc1nc2ccccc2[nH]1)c1ccc(Cl)c(S(=O)(=O)N2CCCC2)c1	1.8%	-6.8%	10.0%	12.9%	?	2.2%	?	?
CC(C)c1nc(N2CCOCC2)c(C#N)c2c1CCC2	0.9%	9.2%	0.7%	0.7%	-8.5%	0.8%	-8.8%[46.1 µM]	?
CCOC(=O)c1cc(C#N)c(N2CCN(C(=O)c3ccccc3)CC2)nc1C(F)(F)F	4.7%	-14.5%	1.9%	-4.3%	-8.5%	1.1%	52.1%	12.6µM*
Cc1cc(NC(=O)CSc2nc3ccccc3c(=O)n2-c2ccccc2)no1	2.6%	1.0%	1.1%	-2.1%	9.9%	-4.5%	13.4%[46.1 µM]	?
Cc1ccc(S(=O)(=O)n2nc(-c3ccco3)nc2SCc2ccccc2)cc1	-2.6%	6.5%	-0.8%	-7.7%	-15.8%	0.0%	-8.3%[46.1 µM]	22.4µM*
CN1CCN(NC(=O)c2ccc(F)cc2)CC1	-5.5%	4.3%	-3.1%	-2.7%	-0.5%	-0.3%	-1.5%[46.1 µM]	4.0%
Cc1c(Cl)cccc1NC(=O)CCCN1C(=O)c2cccnc2C1=O	-1.0%	7.1%	-4.0%	3.0%	-2.1%	2.2%	8.2%	8.2%
CS(=O)(=O)c1cnc2c(-c3ccc(F)cc3)cnn2c1N	0.9%	13.8%	5.1%	3.9%	-4.4%	1.2%	2.7%[46.1 µM]	?
Cc1ccc(C(C)C)c(OCc2n[nH]c(=S)o2)c1	-4.1%	13.7%	-0.6%	8.3%	6.9%	-1.1%	-13.4%	-0.2%
COc1cccc(NC(C)C(=O)Nc2cc([N+](=O)[O-])ccc2Cl)c1 (stereo unspecified)	5.4%	-4.4%	8.4%	0.7%	?	1.1%	-26.5%	9.5%
CC(C)(C)n1nc2c(c1NC(=O)c1ccco1)CS(=O)C2 (stereo unspecified)	1.2%	4.6%	3.9%	8.2%	3.7%	1.5%	1.9%[46.1 µM]	2.9%
COc1ccc(CCN2C(=O)c3cccnc3C2=O)cc1OC	-3.5%	-5.0%	0.6%	14.9%	-2.5%	3.1%	6.2%[46.1 µM]	5.3%
COC(=O)CCC(=O)OC1(C)C(=O)C=C2C=C(C3CC3)N(CCc3ccccn3)C=C2C1=O (stereo unspecified)	8.9%[17.4 µM]	.	12.4%[17.5 µM]	6.4%	-20.1%[11.6 µM]	-1.1%	10.1%	6.8%[13.5 µM]
COc1cccc(-c2nnc(NC(=O)Cc3cccs3)s2)c1	-6.8%	-10.8%	-3.5%	-7.3%	5.3%	1.8%	-21.0%[46.1 µM]	2.2%
Cc1cccc(C)c1NC(=O)C(c1ccc([N+](=O)[O-])cc1)N(C)C(=O)c1ccccn1 (stereo unspecified)	3.4%	-1.6%	3.9%	-4.3%	2.0%	-1.5%	27.1%	0.8%
CNS(=O)(=O)c1cc(Br)ccc1S(=O)c1ccccc1C(=O)O (stereo unspecified)	2.0%	.	4.0%	4.3%	-17.5%	-1.4%	-0.1%[7.67 µM]	.
Cc1ccc(NC(=O)c2cccc(N3C(=O)C4C5CCC(C5)C4C3=O)c2)c(C)c1 (stereo unspecified)	-2.7%	3.3%	-4.2%	9.2%	2.2%	0.1%	3.5%	3.7%
N/C(=N\c1nc2c(c(=O)[nH]1)CCCC2)Nc1ccccc1	-1.9%	-0.3%	-5.9%	1.8%	-7.6%	1.0%	4.5%[46.1 µM]	-2.5%
CCOC(=O)C1=C(CC)Nc2ccccc2N=C1N	-0.7%	-0.1%	-0.4%	?	-9.4%	1.1%	-3.7%	10.9%
COc1ccc(CCN(Cc2ccccn2)C(=S)Nc2ccccc2F)cc1OC	4.5%	4.0%	1.5%	-6.7%	-6.4%	0.1%	-22.6%	?
O=C(O)c1ccc(S(=O)(=O)c2ccc3c(c2)C(=O)N(NC(=O)c2ccccc2)C3=O)cc1	-8.5%	-0.8%	1.7%	-3.0%	-4.2%	2.1%	0.5%	-4.5%
c1ccc(CNC2=NCCCCC2)cc1	-2.4%	-1.5%	-8.7%	6.0%	1.2%	0.0%	-2.8%[46.1 µM]	12.2%
CCCNC(C)(C)COC(=O)c1ccccc1	-5.6%[29.1 µM]	.	-3.7%[29.1 µM]	.	.	1.1%[16.9 µM]	.	10.2%[20.9 µM]
Cc1ccc[n+](CC2OCc3ccccc3CO2)c1	4.9%	0.8%	1.7%	10.4%	-8.6%	-1.0%	7.8%	4.5%
Cc1nc2ccccc2n1C1CC(=O)N(N(C)C)C1=O (stereo unspecified)	-2.9%	1.7%	1.3%	6.3%	-2.0%	-3.9%	1.4%[46.1 µM]	3.9%
CCOC(=O)c1cnc(SCC(=O)NCc2ccco2)nc1N	-10.6%	-1.5%	-5.1%	8.0%	-1.0%	-0.7%	-2.6%[46.1 µM]	5.8%
CCOC(=O)c1c(N)sc(C)c1-c1ccccc1	-2.9%	.	-5.1%	.	?	-0.9%	.	?
C=CCc1c(C)nc(SC)nc1Nc1ccc(C)cc1	-17.2%	-4.8%	6.3%	1.1%	-24.6%	-4.7%	-15.6%[46.1 µM]	3.6%
CC1CCC(NC(=O)CN2C(=O)COc3ccc(S(=O)(=O)N4CCCC4)cc32)CC1 (stereo unspecified)	11.3%	-2.2%	7.7%	-8.2%	0.7%	1.3%	-3.4%[46.1 µM]	8.5%
COC(=O)C[N+](C)(C)C/C=C\c1ccccc1	1.4%	6.4%	-0.7%	2.2%	8.1%	0.0%	9.9%	-1.8%
COc1cc(O)cc(OC)c1OC	-8.6%	.	1.7%	.	-24.6%	?	.	-0.1%
COc1ccc(S(=O)(=O)N2CCCC2)c(Cl)c1Cl	.	-3.7%	-7.0%	7.1%	-9.9%	4.5%	-5.8%	?
Cc1nn(C)c(C(=O)NNC(=S)NC2CCCCC2)c1Cl	2.6%	-4.8%	2.3%	6.4%	-6.5%	-5.6%	2.5%	?
CCOCc1[nH]c(=S)[nH]c(=O)c1Cc1ccc(OCC)cc1	10.0%	12.9%	-0.7%	-6.6%	5.4%[2.34 µM]	-1.1%	-11.3%	-4.7%
O=C(O)c1ccc(COc2ccccc2/C=C2\NC(=O)N(Cc3ccccc3)C2=O)cc1	4.0%	-4.0%	1.6%	27.6%	-6.7%	-6.8%	-41.3%	?
Cc1nnc(-c2cnn(-c3ccccc3)c2N)n1Cc1ccncc1	1.2%	?	6.5%	-0.5%	0.3%	-1.9%	-3.8%[46.1 µM]	-4.1%
COC(=O)c1nnn(-c2nonc2N)c1CSc1ccccn1	2.9%	-7.2%	4.7%	3.8%	6.2%	-0.8%	-11.8%[46.1 µM]	?
Cc1ccc(NC(=O)CCCN2C(=O)/C(=C/C=C/c3ccccc3)SC2=S)cc1	-13.1%	5.1%	8.3%	-2.6%	-5.4%	1.1%	-51.4%	-2.0%
Cc1cc(-c2nnc(CCC(=O)NC(C)c3ccc(F)cc3)o2)no1 (stereo unspecified)	6.0%	14.2%	3.3%	14.2%	-1.1%	3.2%	-10.0%	13.8%
Nc1nc(SCc2c(Cl)cccc2Cl)n[nH]1	4.8%	-7.5%	5.2%	17.0%	-6.4%	0.7%	-6.4%[46.1 µM]	-3.3%
O=C(CSc1n[nH]c(-c2ccccc2)n1)Nc1ncc(Br)cc1Br	0.3%	-4.3%	-0.8%	10.0%	-16.2%	-2.0%	-25.0%[46.1 µM]	7.4%
Cc1noc(C)c1COc1ccc2ccc(=O)oc2c1	5.7%	2.2%	8.3%	9.2%	2.9%	-1.3%	3.6%	?
CCC(=O)Nc1cccc(C2=NOC3(C2)C[C@@H](C(N)=O)N(C(=O)c2ccc(OC)cc2)C3)c1 (stereo partly specified)	-4.7%	.	-2.4%	1.1%	3.3%	-0.2%	24.8%	.

Four records drawn at random from the list so far, as already listed:
SMILES	GAA spleen mod	GAA inh	GLA spleen mod	GAA glycogen mod	Tau fluor cs	Epigenetic derep	NPSR antag	ALDH1A1 inh
Cc1noc(C)c1COc1ccc2ccc(=O)oc2c1	5.7%	2.2%	8.3%	9.2%	2.9%	-1.3%	3.6%	?
COc1ccc(S(=O)(=O)N2CCCC2)c(Cl)c1Cl	.	-3.7%	-7.0%	7.1%	-9.9%	4.5%	-5.8%	?
Cc1ccc(NC(=O)CCCN2C(=O)/C(=C/C=C/c3ccccc3)SC2=S)cc1	-13.1%	5.1%	8.3%	-2.6%	-5.4%	1.1%	-51.4%	-2.0%
CCOCc1[nH]c(=S)[nH]c(=O)c1Cc1ccc(OCC)cc1	10.0%	12.9%	-0.7%	-6.6%	5.4%[2.34 µM]	-1.1%	-11.3%	-4.7%

These rows are one share of the data. The share of hits here may be higher or lower than overall.
